High-throughput results as filed in PubChem BioAssay.
S2 tox: Viability Counterscreen for Primary qHTS for Inhibitors of ATXN expression; 0.49% of 400,000 active; Potency, µM (titrated, usually from 56.7 µM), usual class: cytotoxic; S2 cells (HEK-293 line with an ATXN2-luciferase reporter) viability, CellTiter-Fluor protease fluorescence, 24 h; note: potency is the fitted concentration of half-maximal effect; nearly all actives have a fitted effect of over 40% in size
ATXN2 expr inh: Primary qHTS for Inhibitors of ATXN expression; HEK-293 ATXN2-luciferase reporter, luminescence, 24 h; Potency, µM (doses to about 57 µM), inactives show top-dose activity change, negative = inhibition, hits mostly inhibitors; 0.72% of 360,000 active; AID 1745845, 2022; note: potency is the fitted concentration of half-maximal effect; % is set by controls: 0 for no effect and ±100 for the full control effect; nearly all actives have a fitted effect of over 55% in size
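qHTS (up to 57 uM final) was run with 24 h compound exposure of reporter cells at 37 °C. Each well was multiplexed: SteadyGlo luminescence measured ATXN2-luciferase expression after a fluorogenic Gly-Phe-AFC viability readout (25 uM final).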
HT1080 IDH1KD tx: qHTS for induction of synthetic lethality in tumor cells producing 2HG: qHTS for the HT-1080-IDH1KD cell line | HT-1080 IDH1 knockdown viability, ATP luminescence, 48 h | Potency, µM (titrated, usually from 46.1 µM), for inactives: at the highest dose activity, negative = toxicity, hits mostly cytotoxic | 2% of 360,000 active;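 note: potency is the fitted concentration of half-maximal effect; 0% = DMSO wells and -100% = cell-free medium wells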
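Knockdown cells (IDH1KD HT-1080) received compounds 2 h after plating at 750 cells/well and were kept 48 h at 37 °C in 5% FBS RPMI. A CellTiter-Glo luminescence read gave % activity for curve fitting.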
SW480 rerep: A quantitative high throughput screen for small molecules that induce DNA re-replication in SW480 colon adenocarcinoma cells; SW480 DNA re-replication, Hoechst DNA content imaging, 48 h; Potency, µM (titrated, usually from 46.1 µM), for the others: at the highest dose re-replication activation, usual class: activators; 1.8% of 340,000 active; note: potency is the fitted concentration of half-maximal effect; % of control where 0% means no effect; nearly all actives have a fitted effect of over 55% in size
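Image-based DNA-content assay: after two days of treatment, nuclei were labelled with the DNA dye Hoechst and imaged, and hits were compounds raising the count of nuclei showing high fluorescence intensity.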
HT1080NT lethal: qHTS for induction of synthetic lethality in tumor cells producing 2HG: qHTS for the HT-1080-NT fibrosarcoma cell line | 1.6% of 360,000 active | AID 686970, 2013 | Potency, µM (highest dose often 46.1 µM), without a hit: at the top dose activity, negative = less viability, usual class: cytotoxic | HT-1080-NT fibrosarcoma viability, CellTiter-Glo ATP luminescence, 48 h;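 note: NT is the 2HG producing partner of a matched IDH1 knockdown line; potency is the fitted concentration of half-maximal effect; 0% = DMSO-treated cells and -100% = media-only wells without cells; nearly all actives have a fitted effect of over 55% in size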
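HT-1080-NT fibrosarcoma cells (2HG-overproducing), 750 cells/well in RPMI with 5% FBS, dosed after 2 h and incubated 48 h at 37C. CellTiter-Glo luminescence normalized to DMSO and no-cell wells; concentration-response curves fitted and classed.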
IL-1B inflam inh: qHTS for Inhibitors of Inflammasome Signaling: IL-1-beta AlphaLISA Primary Screen. AID 743279, 2014. THP-1 LPS/ATP IL-1B secretion, AlphaLISA, 16 h; active compounds read low. activity change, % at 57.5 µM. 4.7% of 360,000 active; in the data active = activity change below about -50%; inconclusive = mostly about -30% to -49%; note: % is set by controls: 0 for no effect and ±100 for the full control effect
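THP-1 cells pretreated 1 hr with compounds (up to 57.5 uM final), then stimulated with LPS (250 ng/mL final) plus ATP (1.25 mM final); secreted IL-1B measured by AlphaLISA after 16 hr, decreased signal indicating inhibition.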
KB-V1 cytotox: qHTS assay for MDR1-selective chemotherapeutics: Primary screen using the drug-selected MDR subline cells KB-V1. KB-V1 MDR cells viability, CellTiter-Glo, 72 h. Potency, µM (titrated, usually from 46.1 µM), for the others: at the top dose activity change, negative = cytotoxicity, most hits filed as cytotoxic. 3.4% of 400,000 active. AID 1347076, 2019; note: potency is the fitted concentration of half-maximal effect; % is set by controls: 0 for no effect and ±100 for the full control effect; nearly all actives have a fitted effect of over 60% in size
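Compound-treated KB-V1 multidrug-resistant cells, 72 h, 37 degrees C; viability by CellTiter-Glo. Fitted qHTS curves give the values.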
KB-3-1 tox: qHTS assay for MDR1-selective chemotherapeutics: Primary screen using the parental adenocarcinoma cell KB-3-1. KB-3-1 viability, CellTiter-Glo ATP luminescence, 72 h. Potency, µM (top dose mostly 46.1 µM), for the others: at the highest dose activity change, negative = cytotoxic, most hits filed as cytotoxic. 1.4% of 400,000 active; note: potency is the fitted concentration of half-maximal effect; % is set by controls: 0 for no effect and ±100 for the full control effect; nearly all actives have a fitted effect of over 60% in size
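Viability of parental KB-3-1 cells, measured by CellTiter-Glo luminescence, followed a 72 h incubation at 37 °C with pinned compounds in phenol-red-free DMEM containing 10% FBS.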
MCF10A rerep: A quantitative high throughput screen for small molecules that induce DNA re-replication in MCF 10a normal breast cells. MCF 10A DNA re-replication, Hoechst nuclear intensity, 48 h. Potency, µM (titrated, usually from 46.1 µM), for inactives: at the top dose activity, positive = re-replication, actives largely listed as activators. 2.9% of 350,000 active. AID 624296, 2012; note: potency is the fitted concentration of half-maximal effect; % of control where 0% means no effect; nearly all actives have a fitted effect of over 50% in size
* marks the source's active call; other numbers are inactive results; i = inactive; ? = inconclusive; . = no result given; [ ] = dose if it differs, or a comment. Unless noted, calls come from the whole dose curve; as a rule, active = well fitted curve in the direction sought with a large enough effect; inconclusive = small, poorly fitted or top-dose-only effect, or another doubt; inactive = no such curve, though single readings can be large; an effect the other way counts as inactive or inconclusive. No enrichment for hits; 11% or so of the library scored in one or more.

1) O=C(Nc1nnc(SCc2ccc(F)cc2)s1)C1Cc2ccccc2CN1C(=O)c1ccco1 (centres undefined)
2) CCOc1ccc2nc(C)cc(Nc3ccccc3OCC)c2c1
3) CCN1C(=O)/C(=C/c2nc3ccccc3c(=O)n2-c2ccc(C)cc2)c2ccccc21
4) Cc1nn(C)c(C(=O)N/N=C/c2cccnc2)c1Br
5) Cc1cc2nc(-c3ccc(F)cc3)c(Cc3ccccc3)n2c(C)c1Br
6) CCC(C)c1ccc(OCCn2cc(/C=N/NC(=O)CSc3nnc(C)s3)c3ccccc32)cc1 (centres undefined)
7) Nn1c(SCC(=O)N2CCCCCC2)nnc1-c1ccncc1
8) Cc1ccc(NC(=O)COC(=O)C2COc3ccccc3O2)cc1 (centres undefined)
9) CCCCC(=O)Nc1ccc(C(=O)NCCc2ccc(S(N)(=O)=O)cc2)cc1
10) CCOc1ccc(NC(=O)Cn2cc(C(=O)c3ccc(C)c(C)c3)c(=O)c3cc(OC)c(OC)cc32)cc1

Screen / compound no.,1,2,3,4,5,6,7,8,9,10
S2 tox,i,?,i,i,i,i,i,i,i,i
ATXN2 expr inh,22%,?,5%,-10%,49%[activator],118%[activator],-3%,0%,13%,-1%
HT1080 IDH1KD tx,-14%,.,-2%,-1%,?,-30%,1%,0%,-17%,.
SW480 rerep,2%,.,2%,?,.,15%,-13%,?,-6%,.
HT1080NT lethal,-6%,.,-1%,-15%,?,-30%,-2%,10%,-1%,.
IL-1B inflam inh,-78*,.,.,31,32,30,-11,40,-16,.
KB-V1 cytotox,1%,-12%,-19%,5%,17%,0%,10%,?,15%,?
KB-3-1 tox,-1%,-7%,?,-3%,0%,?,-11%,-3%,12%,11%
MCF10A rerep,?,.,?,-1%,.,?,-4%,-5%,2%,.

11) Cc1ccc(C(=O)N/N=C\C=C\c2ccccc2[N+](=O)[O-])cn1
12) CCN(CC)C(=O)Cn1c(=O)cc(C)c2c(C)nn(C)c21
13) CCOc1ccc(CCNC(=O)Cn2nc(CC)n3c(cc4c(OC)cccc43)c2=O)cc1OCC
14) O=C(O)CCCCCNc1nc(=S)[nH]c2ccccc12
15) CCCCOc1ccc(C(=O)NCC2(c3ccc(OC)cc3)CCOCC2)cc1
16) CCN(CC(=O)Nc1ccc(C(=O)OC)cc1)Cc1ccccc1
17) COc1ccc(CCN2C(=O)C3C4C=CC(C3C2=O)C2C(=O)N(CCc3ccc(OC)c(OC)c3)C(=O)C42)cc1OC (centres undefined)
18) CCOC(=O)c1c(NC(=O)c2cc(-c3ccc(OC)c(OC)c3)on2)sc(C)c1C
19) CCOc1ccccc1/C=C/C(=O)N1CCN(C(=O)c2ccco2)CC1
20) CC(C(=O)O)n1cc(Cl)cn1 (centres undefined)

Screen / compound no.,11,12,13,14,15,16,17,18,19,20
S2 tox,i,i,i,i,i,i,i,i,i,i
ATXN2 expr inh,1%,-7%,0%,5%,-29%,.,-15%,10%,-5%,-17%
HT1080 IDH1KD tx,-2%,.,.,-7%,-8%,4%,-16%,.,17%,-3%
SW480 rerep,1%,.,.,9%,-4%,-6%,3%,.,-1%,26%
HT1080NT lethal,-1%,.,.,-4%,2%,4%,-18%,.,13%,0%
IL-1B inflam inh,16,.,.,53,-6,8,-4,.,-8,1
KB-V1 cytotox,?,-1%,0%,1%,-9%,-1%,-29%,20%,-2%,0%
KB-3-1 tox,18%,-6%,11%,-10%,-5%,1%,?,0%,-4%,2%
MCF10A rerep,2%,.,.,0%,0%,14%,2%,.,0%,?

21) O=C(CSc1nc2ccccc2[nH]1)NCc1ccc2c(c1)OCO2
22) COc1ccc(OC)c(NC(=O)C(C)n2c(=O)cc(C)c3c(C)nn(-c4ccccc4)c32)c1 (centres undefined)
23) CCn1c(SCC(=O)N(C)C2CCCCC2)nc2cc(S(N)(=O)=O)ccc21
24) CCn1c(SCc2ccc(Cl)cc2Cl)nc2nc3c(cc2c1=O)CCCC3
25) Cc1ccc(-c2cc(C(=O)NCCCN3CCOCC3)c3ccccc3n2)cc1
26) COC(=O)Cc1c(C)nc2nc(-c3cccnc3)[nH]n2c1=O
27) Cc1ccc(SCC(=O)OCC(=O)NCCC2=CCCCC2)cc1
28) Nc1cccc(-c2nc3ccc(C(=O)c4ccccc4)cc3[nH]2)c1
29) COc1ccc(NC(=O)c2cc(C3CCCCN3S(=O)(=O)Cc3ccccc3)on2)c(C)c1 (centres undefined)
30) CCOc1ccc(CCNC(=O)CCn2nc(C)c3c(C)n(-c4ccccc4)nc3c2=O)cc1

Screen / compound no.,21,22,23,24,25,26,27,28,29,30
S2 tox,i,i,i,?,i,i,i,?,i,i
ATXN2 expr inh,2%,13%,-7%,?,3%,-18%,9%,.,5%,-10%
HT1080 IDH1KD tx,-13%,.,-1%,19%,3%,9%,-8%,10µM*,-6%,8%
SW480 rerep,?,.,-10%,-5%,-3%,-4%,1%,18µM*,.,-4%
HT1080NT lethal,-7%,.,0%[9.24 µM],10%,-6%,9%,-3%,13µM*,4%,0%
IL-1B inflam inh,14,.,-13,8,?,35,0,49,2,-1
KB-V1 cytotox,-17%,4%,0%,-14%,-18%,-6%,0%,3.7µM*,1%,-6%
KB-3-1 tox,-2%,1%,19%,0%,12%,-1%,-11%,6.5µM*,0%,-3%
MCF10A rerep,11%,.,-4%,5%,6%,-8%,0%,?,.,2%

31) COC(=O)c1ccccc1NC(=O)C1CC(=O)N(c2ccccc2)C1 (centres undefined)
32) Cn1c(=O)c2ccccc2n(Cc2ccccc2F)c1=O
33) CC(=O)Nc1ccc(S(=O)(=O)NCC(=O)OCc2ccccc2)cc1
34) O=c1cc(-c2cccc(F)c2)oc2ccccc12
35) CCOC(=O)c1[nH]c2ccc(OC)cc2c1NC(=O)CCN1CCC(C)CC1
36) O=C(N/N=C\c1cc2c(cc1Cl)OCO2)c1ccc(Br)s1
37) CCCCN(C)C(=O)C1CCN(Cc2cccc(OCc3ccccc3)c2)CC1
38) C=C(C)CN(CC)C(=O)CC1C(=O)NCCN1CC(C)(C)C (centres undefined)
39) Cc1cc(C(=O)CSc2nnnn2-c2ccc(O)cc2)c(C)n1C
40) N/C(=N\OC(=O)C1CCCCC1)c1ccccn1

Screen / compound no.,31,32,33,34,35,36,37,38,39,40
S2 tox,i,i,i,i,i,i,?,i,i,i
ATXN2 expr inh,2%,-17%,22%,21%,90%[activator],-24%,-6%,.,-11%[11.3 µM],63%[activator]
HT1080 IDH1KD tx,-2%,-12%,-4%,-10%,7%,10%,-5%,-3%,23%,9%
SW480 rerep,1%,-4%,-2%,?,-5%,7.3µM*,1%,-30%,-8%,-6%
HT1080NT lethal,5%[9.24 µM],-22%,-2%,19%,3%,10%,-17%,-2%,8%,4%[9.24 µM]
IL-1B inflam inh,-28,11,?,-2,10,7,?,3,3,5
KB-V1 cytotox,?,?,0%,?,-11%,-5%,?,7%,-12%,16%
KB-3-1 tox,20%,-12%,24%,-5%,13%,0%,2%,1%,9%,5%
MCF10A rerep,-2%,23%,26%,13%,-1%,5.8µM*,?,-2%,-5%,1%

Part of the list above, bar-delimited.
entry | Compound | S2 tox | ATXN2 expr inh | HT1080 IDH1KD tx | SW480 rerep | HT1080NT lethal | IL-1B inflam inh | KB-V1 cytotox | KB-3-1 tox | MCF10A rerep
34 | O=c1cc(-c2cccc(F)c2)oc2ccccc12 | i | 21% | -10% | ? | 19% | -2 | ? | -5% | 13%
32 | Cn1c(=O)c2ccccc2n(Cc2ccccc2F)c1=O | i | -17% | -12% | -4% | -22% | 11 | ? | -12% | 23%
40 | N/C(=N\OC(=O)C1CCCCC1)c1ccccn1 | i | 63%[activator] | 9% | -6% | 4%[9.24 µM] | 5 | 16% | 5% | 1%

Carrying on.
41) Cc1nnc(Oc2ccc([N+](=O)[O-])cc2)c2ccccc12
42) COc1ccc(S(=O)(=O)N(C)CC(=O)NCCCN2CCOCC2)cc1Cl
43) CC(=O)c1ccccc1NC(=O)COC(=O)/C=C/c1ccc(C)o1
44) CCOC(=O)c1cc2c(nc1NC(=S)Nc1ccccc1)CC(C)(C)OC2
45) Cc1ccc(C(=O)NC(=S)N2CCCCCC2)cc1
46) CCN(CC)S(=O)(=O)c1ccc(NCC2COc3ccccc3O2)c([N+](=O)[O-])c1 (centres undefined)
47) CC1=NC(Nc2nc(C)c3ccccc3n2)=NC(C)(C)C1
48) COc1ccccc1NC(=O)CN(C)S(=O)(=O)c1ccc(F)cc1
49) COc1cc2nc(NCC3CCCO3)n3nc(-c4cccnc4)nc3c2cc1OC (centres undefined)
50) COCCCNC(=O)[C@H](Cc1ccccc1)NC(=O)CC[C@H]1O[C@@H](n2ccc(=O)[nH]c2=O)[C@H](O)[C@@H]1O

Screen / compound no.,41,42,43,44,45,46,47,48,49,50
S2 tox,i,i,i,i,i,?,?,?,i,i
ATXN2 expr inh,1%,16%,-10%,-9%,10%,-13%,?,1%,-35%,-8%
HT1080 IDH1KD tx,14%,0%,-12%,9%,4%,-1%,2%,13%,10%,1%
SW480 rerep,3%,-6%,-2%,-2%,20%,5%,2%,-2%,-3%,.
HT1080NT lethal,9%,1%,-20%,6%,0%[9.24 µM],-2%,-1%,10%,9%,-1%
IL-1B inflam inh,-25,26,11,3,-23,-12,-100*,4,-20,8
KB-V1 cytotox,0%,-11%,?,27%,-12%,0%,?,0%,-3%,0%
KB-3-1 tox,25%,-4%,3%,0%,12%,0%,?,4%,19%,0%
MCF10A rerep,-6%,?,-3%,-4%,7%,?,5%,-3%,-2%,.
